CHO-K1 Ca PAM: nonselective activator or artifact in parental CHO-K1 calcium assay; ATP EC20, Fluo-8 calcium fluorescence; 0% at ATP EC20, 100% at ATP max; activation, % at 3 µM; 360,000 compounds, 0.02% hits; AID 602247;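 active = activation above the run cutoff, the mean activation of all test compounds plus 3 SD, cut at about 40% in these data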;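 note: peak over basal fluorescence ratio in a 140 s read after ATP addition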
CHO parental Ca: signal in parental CHO cells, OX1R antagonist counter-screen | parental CHO-K1, ATP-induced calcium, Fluo-8 fluorescence | inhibition, % at 5.6 µM | 330,000 compounds, 0.63% hits;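 active = inhibition above that plate's mean sample inhibition plus 3 SD, cut at about 26% in these data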;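 note: 0% = ATP-challenged DMSO wells and 100% = DMSO wells without ATP; some compounds past the cut are filed as inactive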
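Material: Parental CHO cells | Reagent: ATP | Compound dosing: Single nominal dose of 5.6 µM per compound | Detection: Intracellular calcium via Fluo-8 no-wash fluorescent dye | Read-out: % inhibition of ATP-induced calcium mobilization | Benchmarks: Low control ATP plus DMSO, high control DMSO only | Replicates: Singlicate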
CHRM1 antagonist: human CHRM1 antagonism; P11229; CHO-K1 hM1, Fluo-8 calcium fluorescence, ACh EC80 antagonist; inhibition, % at 3 µM; 360,000 compounds, 1.3% hits;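 active = percent inhibition above its own plate's cutoff, namely the mean of that plate's compound wells plus 3 SD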;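 note: peak over basal fluorescence ratio during 140 s after agonist addition; 0% = ACh EC80 plus DMSO and 100% = DMSO alone without agonist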
CHO-K1 Ca ag: nonselective activator or artifact in parental CHO-K1 cells; activation, % at 3 µM; Fluo-8 calcium fluorescence; scaled to maximal ATP response, vehicle zero; 360,000 compounds, 0.48% hits; in the data active = activation above about 15%;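 note: untransfected CHO-K1 host cells lacking M1 receptor as counterscreen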
M1 ag: agonists of human M1 muscarinic receptor. P11229. CHO-K1 hM1, Fluo-8 calcium fluorescence, agonist mode; 0% DMSO, 100% acetylcholine EC100. activation, % at 3 µM. 360,000 compounds, 0.33% hits;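 active = activation above the run's mean compound activation plus 3 SD, cut at about 16% in these data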;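 note: peak over basal fluorescence ratio within a 140 s kinetic read after compound addition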
TAAR1 antag: human TAAR1 antagonism. CHO RD-HGA16 TAAR1, Fluo-8 calcium fluorescence, antagonist. Q96RJ0. 360,000 compounds, 1.5% hits. inhibition, % at 3 µM;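 active = inhibition above a per-plate cutoff, the mean inhibition of test compounds on that plate plus 3 SD, cut at about 49% in these data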;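 note: 0% = DMSO plus EC80 beta-PEA response and 100% = DMSO alone without agonist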
Target sequence (Q96RJ0 whole entry, looked up): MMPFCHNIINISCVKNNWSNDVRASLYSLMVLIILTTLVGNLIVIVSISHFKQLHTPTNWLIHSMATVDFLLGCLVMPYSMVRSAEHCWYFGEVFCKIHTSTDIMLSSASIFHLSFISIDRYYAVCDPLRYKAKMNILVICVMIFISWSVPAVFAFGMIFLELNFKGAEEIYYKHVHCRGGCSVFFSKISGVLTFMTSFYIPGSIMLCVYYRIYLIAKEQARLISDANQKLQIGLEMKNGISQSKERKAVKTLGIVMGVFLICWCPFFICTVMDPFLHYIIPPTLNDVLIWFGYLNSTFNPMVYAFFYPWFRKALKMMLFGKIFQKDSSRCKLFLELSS
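Test system: RD-HGA16 CHO cells with stable hTAAR1 and Gα16 / Probe or stimulus: EC80 β-phenethylamine stimulus / Times: seeding 17-24 h prior, 75-min 37 °C, 30-min RT dye loading / Detection: Fluo-8 calcium-sensitive fluorescence / Read-out basis: % inhibition scaled between DMSO and EC80 PEA controls / Repeats: singlicate, one well per test compound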
TAAR1 agonist: human TAAR1 agonism; Q96RJ0; CHO RD-HGA16 TAAR1, Fluo-8 calcium fluorescence; vehicle wells 0%, saturating PEA agonist 100%; activation, % at 3 µM; 360,000 compounds, 0.99% hits; AID 624467;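 active = activation above the mean activation of all test compounds in the run plus 3 SD, cut at about 38% in these data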
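Test system: RD-HGA16 (CHO) cells co-expressing Gα16 and hTAAR1 / Benchmarks: DMSO vehicle as 0%, PEA at EC100 as 100% / Repeats: no replicates (n 1) / Measure: % activation from peak over basal fluorescence ratio, DMSO-to-PEA scaled / Timing: 17-24 h plating, Fluo-8 75 min 37 °C, 30 min RT / Technique: kinetic Fluo-8 calcium fluorescence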
OXTR potentiator: potentiators of human oxytocin receptor; P30559; CHO-OTR cells, Fluo-8 calcium fluorescence, potentiator mode; 0% = oxytocin EC15, 100% = EC100; activation, % at 3 µM; 320,000 compounds, 0.061% hits; AID 2445;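 active = activation above that plate's cutoff, the mean activation of tested compounds plus 3 SD, cut at about 6.6% in these data, passing the limit was not always enough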;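 note: 100% uses oxytocin at 75 nM as the full agonist control; some results filed as inactive read as strong as hits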
Target sequence (P30559 whole entry, looked up): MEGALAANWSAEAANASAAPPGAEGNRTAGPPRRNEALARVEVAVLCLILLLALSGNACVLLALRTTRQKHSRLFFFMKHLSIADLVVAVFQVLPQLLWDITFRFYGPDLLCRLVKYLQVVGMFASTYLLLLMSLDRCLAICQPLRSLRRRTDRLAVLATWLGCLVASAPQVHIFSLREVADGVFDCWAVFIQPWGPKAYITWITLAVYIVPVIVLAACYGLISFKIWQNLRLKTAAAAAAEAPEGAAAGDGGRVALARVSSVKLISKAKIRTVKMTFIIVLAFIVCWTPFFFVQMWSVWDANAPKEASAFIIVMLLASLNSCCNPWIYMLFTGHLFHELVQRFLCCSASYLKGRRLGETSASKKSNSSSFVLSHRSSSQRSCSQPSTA
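Material: CHO-OTR cells, human receptor; compound dosing: single dose, 3.0 µM nominal final compound concentration; schedule: 6 min compound pre-incubation at room temperature, 100 s kinetic read; measured by: kinetic Fluo-8 calcium fluorescence; read-out basis: % activation vs EC15 and EC100 oxytocin; controls: EC15 oxytocin alone as 0%, 75 nM oxytocin as 100%; replicates: singlicate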
CHO-K1 Ca antag: M1 antagonist counterscreen hit in parental CHO-K1 cells | inhibition, % at 3 µM | ATP-induced calcium, Fluo-8 fluorescence | 360,000 compounds, 0.6% hits;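 active = inhibition above a per-plate cutoff, the plate's mean sample inhibition plus 3 SD, cut at about 24% in these data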;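 note: 0% = DMSO plus EC80 ATP and 100% = DMSO alone without ATP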
* hit, by the source's call; . = not tested or not shown. Compounds as they come. About 4.2% of those tested had a hit in this group.

SMILES	CHO-K1 Ca PAM	CHO parental Ca	CHRM1 antagonist	CHO-K1 Ca ag	M1 ag	TAAR1 antag	TAAR1 agonist	OXTR potentiator	CHO-K1 Ca antag
O=C(CN(C(=O)Cn1nnc(-c2ccc(F)cc2)n1)c1cnc2ccccc2c1)NCC1CCCO1 (stereo not given)	0	-12	-7	-0.6	-3	16	0	-2	-11
COC(=O)c1ccc2c(c1)NC(=O)C1CCCN21 (stereo not given)	19	-13	-10	-0.1	-3	.	.	6	-11
CCn1c(SCC(=O)NC(=O)c2ccccc2OC)nc2ccccc21	10	-1	-13	1.5	-2	-29	4	-8	-10
O=C(Nc1cccc(-c2cc3ccccc3oc2=O)c1)c1ccc(Br)o1	6	-33	-4	0.8	-4	34	8	-4	19
CCN(CC(=O)Nc1c(F)cccc1F)C(=O)c1ccc(Cl)c(S(=O)(=O)N2CCCC2)c1	-18	-21	10	0.4	-2	-16	1	-10	3
Cc1cc(/C=N/n2cnnc2)c(C)n1-c1ccc(OCc2ccc(F)cc2)cc1	2	19	46*	9.2	-3	36	17	-12	4
CCOC(=O)c1cc2sc(C)cc2n1CC(=O)NCc1ccc(F)cc1	5	-11	-21	-0.5	-6	-8	9	-6	-16
O=C(NCc1nc2ccccc2[nH]1)C1=C[C@@H](c2ccc(Br)cc2)C[C@@H](OCc2ccc(CO)cc2)O1	-18	1	12	-0.7	-6	37	9	-9	-13
COc1ccc(S(=O)(=O)Nc2ccc(NC(C)=O)cc2)cc1[N+](=O)[O-]	17	-2	-11	0.6	-1	10	1	-13	-13
Cn1cnc(S(=O)(=O)Nc2ccc(Cl)c(C(F)(F)F)c2)c1	-16	-6	-11	-0.1	0	1	2	-17	2
CCN1CCCC1CNCC(O)COc1ccc(C(C)(C)C)cc1C (stereo not given)	15	-8	5	1.9	-6	3	4	-1	-15
COC(=O)CCCNC(=O)c1ccc(OC2CCN(CCc3ccccc3)CC2)cc1	19	-17	-6	2.0	-12	-13	13	-14	-14
CCCCN1C(N)=NC[C@@H]1c1ccccc1	30	-11	-1	0.0	-14	2	4	-7	-13
CCOc1ccccc1NC(=O)C1C2CCC(O2)C1C(=O)O (stereo not given)	27	-1	-14	7.6	-3	-25	1	-2	-10
O=c1c2cc(N3CCOCC3)ccc2[nH]c(=S)n1CCN1CCCC1	9	-7	2	-0.1	-6	7	-1	-4	0
O=C(O)C1(P(=O)(c2ccc(Cl)cc2)c2ccc(Cl)cc2)CCCC1	14	4	1	0.5	-5	10	9	-8	-11
COc1ccc(S(=O)(=O)NCc2cccnc2)cc1C(=O)NC1CCCCC1	-12	-17	-14	-0.5	-5	-30	0	-1	1
CCOC(=O)c1sc(N(Cc2ccccc2)C(=O)COC(=O)c2ccccc2O)nc1C	16	-26	-7	0.9	-9	-21	4	-3	-14
COc1cccc(CN2CCC(Oc3ccc(C(=O)NCc4ccccn4)cc3)CC2)c1O	7	.	6	1.6	-5	-6	1	.	-6
Cc1cc(NC(=O)c2c(F)c(F)c(F)c(F)c2F)no1	-4	0	16	0.4	-2	-5	4	-3	2
CCOc1cc(/C=C2\NC(=O)NC2=O)cc([N+](=O)[O-])c1O	-11	-6	-11	-0.2	1	-16	4	4	-4
Cc1cc2c(cc1S(=O)(=O)N1CC(C)CC(C)C1)OCC(=O)N2 (stereo not given)	20	-8	-10	0.8	-4	7	1	-5	-5
CC(=O)c1cc(-c2ccc(F)cc2)n(CCC(=O)Nc2cccnc2)c1C	23	-15	-9	5.0	-8	-6	3	-11	-9
Cn1c(=O)[nH]c(=O)c2c1nc(N1CCCCCC1)n2CCSc1nc2ccccc2[nH]1	8	-26	-6	2.1	-3	-6	20	-4	2
N=c1sccn1CC(=O)Nc1cc(S(=O)(=O)N2CCCCC2)ccc1Cl	13	-11	7	0.5	-7	-6	1	4	-8

New compounds follow.
SMILES	CHO-K1 Ca PAM	CHO parental Ca	CHRM1 antagonist	CHO-K1 Ca ag	M1 ag	TAAR1 antag	TAAR1 agonist	OXTR potentiator	CHO-K1 Ca antag
Cc1cc(C)c(NC(=O)CCCCCNC2CCCCC2)c(C)c1	14	.	-9	0.5	-8	-8	1	.	-6
CC(C)C[C@H](NC(=O)c1nc[nH]c1C(=O)N1CCN(C(=O)OC(C)(C)C)CC1)C(=O)OCc1ccccc1	9	3	0	-0.4	-7	14	11	-5	-11
CC(=O)n1cc([C@H]2C=C(C(=O)N3CCOCC3)O[C@@H](OCCCCO)C2)c2ccccc21	-13	-10	-6	0.3	-3	4	2	-5	-5
CCC(CNc1cc(OC)cc2cccnc12)NC1CCCCC1 (stereo not given)	-23	-30	9	0.2	-10	-15	15	-3	-9
O=S1(=O)Nc2c(ccc3cccnc23)-c2ccccc21	-3	18	5	2.1	-4	.	.	2	20
O=C(O)CCn1c(O)c(C=C2N=c3ccccc3=N2)sc1=S	19	-1	-20	0.9	-1	-9	-1	-6	-16
COCCCNC(=O)c1ccccc1-c1cc(C)no1	-6	-17	-17	-0.3	-3	-23	2	-9	-1
CC(C)CNC(=O)c1cccc(NC(=O)Cc2ccc(Cl)cc2)c1	-2	-9	1	0.7	1	-17	10	-4	8
Cc1cc(C)n2c(Nc3c(C)cccc3C)c(-c3cccnc3)nc2n1	9	.	.	1.4	.	1	0	.	-10
COC(=O)Cc1c(C)c2ccc(OC(=O)c3ccco3)cc2oc1=O	8	-14	-6	1.1	-3	-9	0	-5	-4
CSc1nc(N)nc(SCC(=O)OC(C)C)c1C#N	-5	-8	4	0.5	-4	-6	7	2	2
O=C(c1ccc(Br)cc1)N(c1ccccn1)C1CCCCC1	10	-3	-5	0.1	-5	-10	-5	-12	-10
CC(=O)Nc1cc2cc(NS(=O)(=O)c3ccc(Cl)cc3)ccc2oc1=O	10	-5	-15	0.2	4	0	2	-8	-7
COc1ccc(OC(F)(F)F)cc1CC1(C)C(=O)Nc2c(Cl)ccc(Cl)c21 (stereo not given)	18	.	-15	0.6	-4	.	.	.	-5
Cc1ccccc1-c1noc(-c2ccccc2C(=O)O)n1	10	-12	-10	0.6	-2	-28	5	-1	-10
CC(C)Nc1ccc(C(CC(N)=O)NC(=O)Cc2ccc(Cl)cc2)cc1[N+](=O)[O-] (stereo not given)	9	-12	-5	0.1	-2	10	0	-5	-6
Cc1ccccc1N1CCN(C2CCCN(C(=O)c3ocnc3C)C2)CC1 (stereo not given)	-16	.	-12	0.1	-4	-5	1	.	8
COc1ccc([C@H]2N[C@]3(CCCN(Cc4ccc(Br)cc4)C3=O)[C@H]3C(=O)N(Cc4ccccc4)C(=O)[C@@H]23)cc1	-14	.	1	0.5	-6	1	4	.	15
O=C(CNC(=O)OCc1ccccc1)NC1CCCCCC1	20	-13	3	0.6	-9	20	5	-1	-7
Cc1ccnc(NC(=O)c2oc3ccccc3c2C)c1	18	-10	-1	-0.5	-2	-12	2	-9	3
CCCCn1c(/C=N/Nc2nc3ccccc3[nH]2)nc2ccccc21	13	-28	18	1.3	-8	5	1	-7	-11
CCn1c(Cc2ccccc2)nnc1SCC(=O)Nc1ccc(OC)cc1	-4	-12	4	-0.2	-7	11	10	0	14
CCCOC(=O)c1c(NC(=O)C2CCCO2)sc(C(=O)OC)c1C (stereo not given)	4	-5	4	-0.1	-5	-3	-1	-13	0
Cc1cc(=O)n2nc(N3CCC(C(=O)NCc4ccccc4)CC3)sc2n1	5	-6	8	-0.6	-5	-12	0	-4	-3
Cc1ccc(S(=O)(=O)N(CC(=O)O)c2ccc(Cl)c(C(F)(F)F)c2)cc1	9	3	-4	-0.4	-5	8	5	-7	1

Compound profiles (already shown). Screens in order: CHO-K1 Ca PAM	CHO parental Ca	CHRM1 antagonist	CHO-K1 Ca ag	M1 ag	TAAR1 antag	TAAR1 agonist	OXTR potentiator	CHO-K1 Ca antag
Record of Cc1cc(C)n2c(Nc3c(C)cccc3C)c(-c3cccnc3)nc2n1 → 9	.	.	1.4	.	1	0	.	-10
Record of COc1ccc(S(=O)(=O)Nc2ccc(NC(C)=O)cc2)cc1[N+](=O)[O-] → 17	-2	-11	0.6	-1	10	1	-13	-13

The results go on.
SMILES	CHO-K1 Ca PAM	CHO parental Ca	CHRM1 antagonist	CHO-K1 Ca ag	M1 ag	TAAR1 antag	TAAR1 agonist	OXTR potentiator	CHO-K1 Ca antag
Cc1ccsc1C(=O)Nc1ccc(C(=O)O)cc1	10	-8	-11	0.2	-2	-7	16	-22	-4
CC1=C(C#N)C(Nc2ccc(C)cn2)(C(F)(F)F)C(=O)N1 (stereo not given)	15	-1	-6	0.3	-7	15	7	-7	-6
Cc1ccc(NC(=S)NN(C)c2cc(C)nc(C)n2)cc1	24	-1	-5	1.4	-1	-23	1	-3	-18
CC1(C(=O)Nc2ccc3[nH]ncc3c2)CCN1C(=O)C1(c2ccccc2)CC1 (stereo not given)	10	.	-18	0.8	0	11	1	.	-4
O=C(Nc1ccccc1N1CCOCC1)c1cccc(F)c1	23	-6	3	0.8	-1	-17	3	-5	-18
COC(=O)c1ccc(OCCOc2ccc(C(=O)OC)cc2)cc1	-3	-7	-15	-0.3	-3	11	11	3	-2
S=C(Nc1ccc(Br)cc1)N1CCn2cccc2C1c1cccnc1 (stereo not given)	8	.	11	1.1	-3	32	10	.	-5
c1ccc(-c2nc3c4ccccc4ccn3c2CC2CCCCC2)cc1	5	.	.	0.0	.	-29	-2	.	-25
COC(=O)[C@H](Cc1c[nH]c2ccccc12)NC(=O)CCCc1c[nH]c2ccccc12	12	23	0	16*	2	45	18	-15	3
O=C(N/N=C/c1ccccn1)c1ccc(Cl)cc1	12	0	-12	0.7	0	-21	6	-3	-12
NS(=O)(=O)c1ccc(CCNC(=O)CCC2COc3ccccc3O2)cc1 (stereo not given)	14	-10	-39	0.3	1	15	7	-14	-7
CN(c1ccccc1)S(=O)(=O)c1ccc(Cl)c(C(=O)Nc2nc3ccccc3[nH]2)c1	13	-27	16	6.3	-3	28	7	-8	6
COc1cccc(/C=N/n2c(SC)nnc2-c2ccccc2)c1OC	16	-19	-12	0.0	-1	-3	16	-5	-12
Nc1nnc(CCCCc2cccs2)o1	10	.	-4	0.1	-4	-47	1	.	-6
CCC(NC(=O)c1cncc(Br)c1)c1ccccc1 (stereo not given)	11	-13	0	1.0	-3	-26	-1	-3	-4
O=C(CCc1nnc(CCC2CCCCC2)o1)NCc1ccon1	-8	-1	-3	-0.1	-6	5	15	1	9
CCc1ccc(NC(=O)c2ccc(OC)c([N+](=O)[O-])c2)cc1	-10	-11	0	0.9	-8	11	1	-8	-3
